KCNK9 block = KCNK9 potassium channel inhibitors, primary screen, HEK293 cells, thallium flux; 310,000 tested, 1.2% active; FluxOR thallium flux fluorescence; active compounds read low; B-score at 10 µM; AID 488922, 2010;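 active = ratio B-score over 3 SD below the library mean, with starting fluorescence within 5 SD of its mean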;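 note: negative B-score means less thallium flux so channel inhibition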
hERG rescue = hERG rescue from dofetilide block, primary screen, cell-based, CHO-hERG, FluxOR thallium flux, dofetilide IC70. Voltage-gated inwardly rectifying potassium channel KCNH2 (Homo sapiens), Q12809. dofetilide IC70 present. activation (rescue from dofetilide block), less the hit threshold, % at 10 µM. 310,000 tested, 0.51% active. AID 1511, 2009;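 active = activation above the mean of controls blocked by dofetilide plus 5 SD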;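 note: thallium influx through hERG after potassium depolarization seen as dye fluorescence rise; in these data hits start at about 4.7%; inactives centre near -7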
TRPC4 potent = positive allosteric modulators of TRPC4, primary screen, cell-based, mouse TRPC4beta, HEK293 mu-opioid, Fluo-4 calcium; Short transient receptor potential channel 4 (Mus musculus), Q9QUQ5; 310,000 tested, 0.42% active; B-score at 10 µM; AID 2227, 2009; DAMGO EC20, Fluo-4 Ca2+ flux; active compounds read high;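 active = B-score of calcium response area above 5 SD of library B-scores, with initial fluorescence ratio within 5 SD of library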;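 note: B-score of integrated fluorescence ratio over time as area under calcium response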
KCNQ1 inh = inhibitors of human KCNQ1 channel, primary screen, cell-based, thallium flux, high-throughput | 310,000 tested, 1.3% active | Potassium voltage-gated channel subfamily KQT member 1 (Homo sapiens), P51787 | B-score at 10 µM | AID 2642, 2010 | CHO-K1 KCNQ1, FluxOR thallium flux fluorescence; active compounds read high;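 active = compounds whose thallium flux B-score, printed positive for inhibition, exceeds three library SD while starting fluorescence stays within three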;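 note: channel opened by potassium depolarization with thallium stimulus after 20 min compound exposure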
TRPC4 act = activators of mouse TRPC4 channel, primary screen, Fluo4 calcium, HEK293 TRPC4beta/mu-opioid cells | Short transient receptor potential channel 4 (Mus musculus), Q9QUQ5 | B-score at 10 µM | Fluo4 calcium fluorescence; active compounds read high | 310,000 tested, 0.49% active;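 active = B-score above 5 SD of library B-scores, and initial fluorescence ratio not above library mean plus 5 SD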;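 note: positive B-score marks a calcium rise read as TRPC4 activation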
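Material: TRPC4beta and mu-opioid receptor HEK293 stable cells | Incubation: 45 min room-temperature Fluo4 loading, 110 s read | Detection: Kinetic Fluo4 calcium fluorescence | Measure: Integrated baseline-normalised fluorescence ratio, converted to per-well B score | Benchmarks: Low control buffer alone, high control maximal DAMGO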
ANO1 block = TMEM16A chloride channel inhibitors, primary screen, cell-based, HTS | Anoctamin-1 (Mus musculus), Q8BHY3 | HEK293 TMEM16A/YFP iodide influx fluorescence, ionomycin | normalized B-score (activity score, 25-100; higher = stronger inhibition) at 10 µM | 310,000 tested, 1.2% active;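 active = ratio plate-corrected score three or more library SD toward inhibition, starting fluorescence score within five deviations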;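 note: score derived from kinetic fluorescence span divided by baseline fluorescence per well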
KCNQ1 act = potentiators or activators of KCNQ1 channel, primary screen, cell-based, thallium flux, high-throughput; Potassium voltage-gated channel subfamily KQT member 1 (Homo sapiens), P51787; CHO-K1 KCNQ1, thallium flux FluxOR fluorescence; active compounds read high; B-score at 10 µM; 310,000 tested, 0.35% active; AID 2648, 2010;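 active = fluorescence ratio B-score, a plate-corrected score, at least three library SD, with initial intensity B-score within 5 SD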
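Test system: CHO-K1 cells stably expressing KCNQ1 / Medium: assay buffer / Also added: depolarizing K+/Tl+ stimulus, K2SO4 and Tl2SO4 each 12.5 mM in 5x stock / Incubation: 90 min dye loading and 20 min compound exposure, both at room temperature / Signal: thallium influx via FluxOR fluorescence, kinetic imaging / Evaluation: B score of baseline-normalized fluorescence ratio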
ANO1 activ = TMEM16A chloride channel activators or potentiators, primary screen, cell-based, HTS | Anoctamin-1 (Mus musculus), Q8BHY3 | B-score at 10 µM | AID 623877, 2012 | HEK293 TMEM16A/YFP-H148Q/I152L, iodide quench fluorescence; active compounds read low | 340,000 tested, 0.3% active;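 active = fluorescence-ratio B-score plate-corrected deviation score at least 3 library SD below zero, with starting fluorescence score within 5 deviations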;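 note: channel opened by trigger with iodide after compound preincubation; score built on the fluorescence ratio of max minus min over baseline; more negative score means more quench and so TMEM16A activation or potentiation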
HDAC3 inh = HDAC3 deacetylase inhibitors, primary screen, biochemical, fluorescence, cell-free homogeneous; Histone deacetylase 3 (Homo sapiens), O15379; recombinant HDAC3, fluorogenic peptide/trypsin coupled; inhibition, % at 8.3 µM; 320,000 tested, 0.15% active; AID 2718, 2010; in the data active = inhibition above about 26%, passing the limit was not always enough
Target sequence (O15379 whole entry, looked up): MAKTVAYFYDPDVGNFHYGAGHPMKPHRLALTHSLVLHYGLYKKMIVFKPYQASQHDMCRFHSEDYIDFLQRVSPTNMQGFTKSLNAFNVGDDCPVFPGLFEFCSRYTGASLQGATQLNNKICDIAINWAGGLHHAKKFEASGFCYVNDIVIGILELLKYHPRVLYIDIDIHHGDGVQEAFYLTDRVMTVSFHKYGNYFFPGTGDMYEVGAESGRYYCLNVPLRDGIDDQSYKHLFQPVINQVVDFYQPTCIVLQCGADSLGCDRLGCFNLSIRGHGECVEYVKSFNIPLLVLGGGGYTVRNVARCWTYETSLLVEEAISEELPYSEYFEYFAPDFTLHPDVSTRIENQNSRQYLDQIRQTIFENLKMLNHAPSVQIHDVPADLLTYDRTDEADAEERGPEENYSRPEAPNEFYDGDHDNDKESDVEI
Dyrk1A ADPGlo = rat Dyrk1A kinase inhibitors, primary screen, biochemical, single point, plate reader; Dual specificity tyrosine-phosphorylation-regulated kinase 1A (Rattus norvegicus), Q63470; ADP-Glo luminescence, NFATc1 peptide; inhibition, % at 12.5 µM; 310,000 tested, 0.43% active; AID 504441, 2011; in the data active = inhibition above about 50%;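 note: plate controls were vehicle with enzyme for no effect and no enzyme for full effect; many of its hits are not listed in these tables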
KCNK3 inh = human KCNK3 channel inhibitors, primary screen, CHO cells, FluxOR thallium flux, B-score; B-score at 10 µM; FluxOR fluorescence; active compounds read low; 340,000 tested, 0.84% active; Potassium channel subfamily K member 3 (Homo sapiens), O14649;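 active = B-score under library mean minus 4 SD, starting fluorescence ratio at most library mean plus 5 SD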;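 note: more negative B-score means stronger inhibition of thallium flux through KCNK3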
Target sequence (O14649 whole entry, looked up): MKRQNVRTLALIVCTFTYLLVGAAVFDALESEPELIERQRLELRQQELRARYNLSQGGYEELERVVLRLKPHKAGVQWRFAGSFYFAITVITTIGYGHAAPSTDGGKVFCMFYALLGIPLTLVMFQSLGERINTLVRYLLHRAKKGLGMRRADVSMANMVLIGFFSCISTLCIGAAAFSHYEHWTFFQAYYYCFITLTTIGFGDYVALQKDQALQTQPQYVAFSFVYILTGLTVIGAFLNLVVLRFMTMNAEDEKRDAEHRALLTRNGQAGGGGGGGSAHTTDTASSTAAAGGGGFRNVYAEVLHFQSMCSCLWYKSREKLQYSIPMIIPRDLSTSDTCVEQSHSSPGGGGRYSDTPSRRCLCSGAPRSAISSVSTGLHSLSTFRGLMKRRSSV
Starred values were filed as active, the others as inactive; i = inactive; / = not tested or not shown.

SMILES | KCNK9 block | KCNK3 inh | TRPC4 act | hERG rescue | TRPC4 potent | KCNQ1 inh | HDAC3 inh | KCNQ1 act | ANO1 block | Dyrk1A ADPGlo | ANO1 activ
C[C@H](NC(=O)c1nc[nH]c1C(=O)NCCCCCNC(=O)OC(C)(C)C)C(=O)OCc1ccccc1 | i | i | i | -26 | i | i | 2 | i | i | -3 | i
Cc1ccccc1C(=O)NNc1ccc([N+](=O)[O-])cc1 | i | i | i | -10 | i | i | -1 | i | i | 3 | i
CCC(CC)COC(=O)C1=C(C)NC(=O)NC1c1ccccc1Br (centres undefined) | i | i | i | -9 | i | i | 8 | i | i | 1 | i
COc1ccc(NC2=C(c3ccc(OC)cc3)C(=O)c3ccccc32)cc1 | i | i | i | -3 | i | i | 3 | i | i | -4 | i
CC(=O)Nc1ccc(OCCOc2ccc(/C=C3\C(=N)N4N=C(C)SC4=NC3=O)cc2)cc1 | i | i | i | -3 | i | i | 2 | i | i | 14 | /
CCCNC(=O)c1cccc(NC(=O)C(C)C)c1 | i | i | i | -7 | i | i | 5 | i | i | -40 | i
CC(=O)c1ccc2c3c(ccc(O)c13)CC2 | i | i | i | -3 | i | i | 4 | i | i | -3 | i
O=[N+]([O-])c1cc(Cl)ccc1N1CCN(c2cccc(C(F)(F)F)c2)CC1 | -12* | i | i | -15 | i | i | -15 | i | i | -9 | i
COc1ccc(S(=O)(=O)N2CCN3CCCC3C2)cc1 (centres undefined) | i | i | i | -5 | i | i | 3 | i | i | -2 | i
COC(=O)c1c(NC(=O)CSc2nnnn2-c2ccccc2)sc2c1CCC(C(C)(C)C)C2 (centres undefined) | i | i | i | -9 | i | i | 1 | i | i | / | i
CCC(=O)c1ccc(OCC(=O)OCC(=O)N2CCN(c3ccc(OC)cc3)CC2)cc1 | i | i | i | -12 | i | i | -2 | i | i | 1 | i
CN(c1ccccc1)c1nc(N2CCCC2)nc(-n2ccnc2)n1 | i | i | i | -14 | i | i | 10 | i | i | 0 | i
COc1ccc(NC(=O)CCOc2ccccc2C)cc1S(=O)(=O)N1CCCCC1 | i | i | i | -12 | i | i | 1 | i | 25* | -2 | i
COc1ccc(CCNC(=S)N2CCN(S(=O)(=O)c3ccccc3)CC2)cc1 | i | i | i | -13 | i | i | 6 | i | i | / | i
CCN(Cc1ccccc1)S(=O)(=O)c1ccc(C(=O)N2CCN(c3nc4ccccc4s3)CC2)cc1 | i | i | i | -11 | i | i | 14 | i | i | -3 | i
c1ccc(CNC2=NCCC2)nc1 | i | i | i | -8 | i | i | -7 | i | i | -1 | i
CN(C)S(=O)(=O)c1ccc(NC(=O)COc2ncnc3c2cnn3-c2ccccc2)cc1 | i | i | i | -11 | i | i | 13 | i | i | 1 | i
Cn1c(Cn2c(=O)sc3ccccc32)nnc1SCC(=O)NC1CCCCC1 | i | i | i | -10 | i | i | -6 | i | i | 12 | i
CC(C(=O)NC1CCCC1)N1CCN(Cc2ccccc2)CC1 (centres undefined) | i | i | i | -4 | i | i | 5 | i | i | -2 | i
O=C(CCC(=O)Nc1ccc(F)cc1)N/N=C/c1ccccc1O | i | i | i | -13 | i | i | -8 | i | i | -2 | i
Cc1c(NC(=O)C(C)OC(=O)c2cccc([N+](=O)[O-])c2)c(=O)n(-c2ccccc2)n1C (centres undefined) | i | i | i | -5 | i | i | -6 | i | i | -2 | i
CN1CCN(c2ccccc2NC(=O)c2cc3c(s2)-c2ccccc2OC3)CC1 | i | i | i | -29 | i | i | -10 | i | i | 11 | i
CCOc1cc2[nH]c(=S)n(CC3CCCO3)c(=O)c2cc1OCC (centres undefined) | i | i | i | -5 | i | i | 7 | i | i | -6 | i
Cn1nnc2cc(C(=O)N3CCN(c4ccccc4)CC3)ccc21 | i | i | i | -3 | i | i | -7 | i | i | 0 | i
C=CCn1c(=O)[nH]c2cc(C(=O)N3CCN(c4cccc(Cl)c4)CC3)ccc2c1=O | i | i | i | -5 | i | i | 1 | i | i | 1 | i

Carrying on:
SMILES | KCNK9 block | KCNK3 inh | TRPC4 act | hERG rescue | TRPC4 potent | KCNQ1 inh | HDAC3 inh | KCNQ1 act | ANO1 block | Dyrk1A ADPGlo | ANO1 activ
COc1ccc(C(=O)N2CCN(CCCc3ccccc3)CC2)cc1OC | i | i | i | -1 | i | i | / | i | i | 7 | i
CNS(=O)(=O)c1cccc(C(=O)OCC(=O)c2cc(C)n(-c3ccc4c(c3)OCO4)c2C)c1 | i | i | i | -6 | i | i | 1 | i | 25* | -6 | i
Cc1cc(OCC(=O)N(C(C)C)C(C)C)ccc1Cl | i | i | i | 5.0* | i | i | 8 | i | i | 0 | i
Cc1ccc2cc(CNC(C)C)c(=O)[nH]c2c1 | i | i | i | -9 | i | i | -5 | i | i | 14 | i
Cc1ccc(C2=NS(=O)(=O)N(C)C(C(=O)N3CCCCC3)=C2)cc1 | i | i | i | -7 | i | i | 1 | i | i | -1 | i
O=C(NCc1cccnc1)C(C(=O)c1ccc(F)cc1)n1ccccc1=O (centres undefined) | i | i | i | -7 | i | i | 4 | i | i | -2 | i
Cc1ccc2oc(-c3ccccc3)c(C(=O)O)c(=O)c2c1 | i | i | i | -4 | i | i | 5 | i | i | 5 | i
CC(Oc1ccc(Cl)cc1Cl)c1nc(-c2ccc(NC(=O)c3cccnc3)cc2)no1 (centres undefined) | i | i | i | -5 | i | i | 7 | i | 25* | 10 | i
CCCCn1c(SCC(=O)N2CCc3ccccc32)nnc1-c1ccncc1 | i | i | i | -14 | i | i | -3 | i | i | / | i
CC(C)Cc1nnc(NC(=O)Cc2ccccc2[N+](=O)[O-])s1 | i | i | i | -3 | i | i | 4 | i | i | -1 | i
Cc1ccc(NC(=O)CCCSc2ccccc2)cc1S(=O)(=O)N1CCOCC1 | i | i | i | -1 | i | i | 12 | i | i | / | i
CN1CCCC(C(=O)C(C#N)c2ccccc2)C1 (centres undefined) | i | i | i | -5 | i | i | 11 | i | i | -3 | i
COc1cc(NC(=O)c2ccccc2)ccc1NC(=O)c1cc2ccccc2o1 | i | i | i | -2 | i | i | -2 | i | i | -1 | i
NC(=O)c1cc2c(s1)-c1cc(Cl)ccc1SC2 | i | i | i | -8 | i | i | -10 | i | i | 20 | i
Cc1ccc2[nH]c(=O)c(CN(CCO)Cc3nnnn3CCc3ccccc3)cc2c1 | i | i | i | -8 | i | i | 1 | i | i | -5 | i
COc1ccc(/C=N/NC(=O)Cn2cnc3c2c(=O)n(C)c(=O)n3C)c(OC)c1OC | i | i | i | -6 | i | i | -1 | i | i | / | i
Cc1ccc(S(=O)(=O)NNC(=O)Cc2cccn2C)cc1 | i | i | i | -17 | i | i | 0 | i | i | -3 | i
O=C(CCN1C(=O)c2ccc([N+](=O)[O-])cc2C1=O)Nc1nccs1 | i | i | i | -2 | i | i | 2 | i | i | -3 | i
Cc1ccc(C)c(OCc2ccc(C(=O)NN)o2)c1 | i | i | i | -11 | i | i | 1 | i | i | 5 | i
CCOCCCNC(=O)c1cn(CC)c2ccc(S(=O)(=O)N(C)C3CCCCC3)cc2c1=O | i | i | i | -16 | i | 7* | 5 | i | i | 5 | i
COc1cc(SC)ccc1C(=O)Nc1ccncc1 | i | i | i | -6 | i | i | 2 | i | i | 7 | i
Cc1ccccc1OCC(=O)Nc1ccc([N+](=O)[O-])cc1 | i | i | i | -1 | i | i | -4 | i | i | 5 | i
COc1ccc(CNC(=S)NCc2ccc(F)cc2)cc1OC | i | i | i | -9 | i | i | 0 | i | i | -2 | i
CC(=O)c1ccc(NC2CC(O)C(O)CO2)cc1 (centres undefined) | i | i | i | -16 | i | i | -3 | i | i | -1 | i
O=c1[nH]c2ccccc2nc1/C=C/c1ccc(F)cc1 | i | i | i | -9 | i | i | 4 | i | i | -3 | i

Already shown: entries from further up.
SMILES | KCNK9 block | KCNK3 inh | TRPC4 act | hERG rescue | TRPC4 potent | KCNQ1 inh | HDAC3 inh | KCNQ1 act | ANO1 block | Dyrk1A ADPGlo | ANO1 activ
CCOc1cc2[nH]c(=S)n(CC3CCCO3)c(=O)c2cc1OCC (centres undefined) | i | i | i | -5 | i | i | 7 | i | i | -6 | i
Cn1nnc2cc(C(=O)N3CCN(c4ccccc4)CC3)ccc21 | i | i | i | -3 | i | i | -7 | i | i | 0 | i

More structures follow.
SMILES | KCNK9 block | KCNK3 inh | TRPC4 act | hERG rescue | TRPC4 potent | KCNQ1 inh | HDAC3 inh | KCNQ1 act | ANO1 block | Dyrk1A ADPGlo | ANO1 activ
CCn1c(C)nc2cc(C(=O)N/N=C/c3ccccc3C)ccc21 | i | i | i | -2 | i | i | 7 | i | i | -1 | i
NC(=O)N/N=C/c1ccccc1OCc1cccc2ccccc12 | i | i | i | -5 | i | i | 0 | i | i | / | i
COC(=O)c1cnn(-c2nc3c(C)cccc3s2)c1C | i | i | i | -4 | i | i | -16 | i | i | 2 | i
CCc1c(C(=O)NNC(=S)NCc2ccccc2)csc1C | i | i | i | -11 | i | i | -1 | i | i | -7 | i
CCC(=O)Nc1ccc(C(=O)NNC(=O)c2cc(OC)c(OC)c(OC)c2)cc1 | i | i | i | -18 | i | i | 5 | i | i | / | i
O=C(Cn1ccc([N+](=O)[O-])n1)NCCc1c[nH]c2ccccc12 | i | i | i | 3 | i | i | -6 | i | i | -3 | i
CC(=O)Nc1ccc(S(=O)(=O)N2CCN(c3ccc(C)c(Cl)c3)CC2)cc1 | i | i | i | -8 | i | i | 1 | i | i | -1 | i

An excerpt; rates above refer to the full screens.
